PGC1a acetyl inh: lowers PGC1a acetylation signal in U2OS cells. AlphaScreen anti-acetyl-lysine; with virally co-expressed GCN5 acetyltransferase. inhibition, % at 15.6 µM. 350,000 compounds, 0.17% hits. AID 651687;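 active = every replicate shows inhibition of at least 40%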;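 also: 0% = neutral control wells and 100% = positive control wells; some results beyond the cut were filed as inactive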
C2C12 statin: suppression of simvastatin myotoxicity. rescue of ATP level, % at 7.49 µM. AID 602340. 330,000 compounds, 0.78% hits. C2C12 myotubes + simvastatin, ATP luminescence, 48 h; scaled: DMSO 0, geranylgeraniol control 100;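 active = mean ATP rescue above about 67%, or every replicate alone reaching that limit, limit read from the data, passing the limit was not always enough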;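 also: myotubes were challenged with 10 µM simvastatin during compound exposure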
S100A4 MyoIIA: blocks human S100A4 binding to myosin IIA peptide; S100A4/TAMRA-MyoIIA peptide fluorescence polarization; inhibition, % at 10.7 µM; 360,000 compounds, 0.14% hits;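 active = mean inhibition of at least 70% across replicates, with every replicate also reaching that level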
Target sequence (P26447 whole entry, looked up): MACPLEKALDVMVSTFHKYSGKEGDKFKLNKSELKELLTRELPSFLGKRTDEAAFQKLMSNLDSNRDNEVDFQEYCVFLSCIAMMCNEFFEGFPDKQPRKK
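Test system – S100A4 monomer (human) · Compound – single-point compound testing · Schedule – 5 min incubation before reading · Probe or stimulus – TAMRA-labelled myosin IIA heavy-chain peptide probe, 5 nM · Benchmarks – neutral control DMSO, positive control TFP · Medium – Calcium-containing HEPES buffer, pH 7.2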
ERAP1 HTS inh: ERAP1 (human) enzyme inhibition | Q9NZ08 | recombinant ERAP1, Leu-AMC fluorescence, 60 min | inhibition, % at 10.7 µM | 340,000 compounds, 0.15% hits;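 active = mean replicate inhibition of at least 30%, or all replicates individually reaching that 30% level; inactive = mean below 30% and not every replicate reaching it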;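 also: 0% = neutral control wells and 100% = L-leucinethiol positive control wells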
Target sequence (Q9NZ08 whole entry, looked up): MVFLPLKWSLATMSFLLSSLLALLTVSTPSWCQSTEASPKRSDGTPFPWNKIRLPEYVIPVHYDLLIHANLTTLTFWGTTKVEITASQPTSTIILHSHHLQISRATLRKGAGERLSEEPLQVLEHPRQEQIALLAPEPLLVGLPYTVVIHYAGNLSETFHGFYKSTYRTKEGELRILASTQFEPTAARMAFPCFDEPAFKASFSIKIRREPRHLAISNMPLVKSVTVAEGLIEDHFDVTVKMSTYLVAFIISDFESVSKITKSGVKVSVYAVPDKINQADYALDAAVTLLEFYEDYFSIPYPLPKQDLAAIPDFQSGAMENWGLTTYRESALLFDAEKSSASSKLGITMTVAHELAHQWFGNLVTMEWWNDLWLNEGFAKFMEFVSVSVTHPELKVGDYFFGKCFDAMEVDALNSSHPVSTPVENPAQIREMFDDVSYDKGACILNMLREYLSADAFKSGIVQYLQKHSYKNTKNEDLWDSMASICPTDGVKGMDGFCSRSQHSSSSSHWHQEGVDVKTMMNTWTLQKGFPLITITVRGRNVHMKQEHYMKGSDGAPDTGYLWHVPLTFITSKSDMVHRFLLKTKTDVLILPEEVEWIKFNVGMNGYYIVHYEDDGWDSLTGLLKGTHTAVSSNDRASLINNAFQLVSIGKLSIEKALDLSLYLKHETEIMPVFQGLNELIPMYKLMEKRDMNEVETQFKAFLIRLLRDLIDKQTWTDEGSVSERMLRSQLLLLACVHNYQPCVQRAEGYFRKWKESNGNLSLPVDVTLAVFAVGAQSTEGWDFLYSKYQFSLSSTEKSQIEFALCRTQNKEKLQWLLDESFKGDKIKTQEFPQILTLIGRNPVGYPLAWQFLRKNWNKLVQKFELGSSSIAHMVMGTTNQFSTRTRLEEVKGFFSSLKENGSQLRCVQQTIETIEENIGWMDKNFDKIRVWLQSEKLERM
LGR2 antag: Drosophila LGR2 receptor signaling inhibition; HEK293 LGR2, CRE-luciferase, bursicon-stimulated, 4 h; inhibition, % at 9.99 µM; 380,000 compounds, 0.35% hits; AID 720647;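 active = drop in luminescence signal, shown as inhibition above about 50% in the replicate tests, limit read from the data, passing the limit was not always enough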;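 also: agonist challenge used bursicon conditioned medium at about half maximal strength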
Xi reactivation: activators of X-chromosome reactivation in mouse fibroblasts; XiGFP mouse fibroblasts, % GFP-positive cells imaging, 3 d; cells co-treated with 5-aza-dC sensitizer; scaled so ellipticine positive control = 100%; activation, % at 7.58 µM; 360,000 compounds, 0.055% hits;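 active = mean normalized replicate activation at least 10% and every replicate at or above 10%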;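 also: 0% = median of on-plate neutral control wells and 100% = ellipticine 6 µM median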
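Schedule: 3 d treatment, 15 min room-temperature fixation; system: 68-5-11 XiGFP fibroblast line; buffer or medium: DMEM plus 5-aza-dC sensitizer; control set: ellipticine 6 µM positive control; compound: one concentration, pinned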
Cneo AK release: causes C. neoformans cell lysis. adenylate kinase release luminescence, 4 h; normalised: neutral wells 0, clomiphene wells 100. lysis activity, % at 15 µM. 360,000 compounds, 0.2% hits. AID 651654;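 active = mean lysis activity across replicates of at least 80%, whatever share of replicates individually reach that level; inactive = mean lysis activity below 80%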
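Material: C. neoformans cells | Amount: Yeast cell density of 5 × 10^6 cells/mL | Medium: Fresh YPD growth medium | Dosing: Single dose | Times: Static 4 h at 37 °C with compound, 1 h detection | Detection: AK luminescence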
SIRT5 inh: blocks human SIRT5 desuccinylation of peptide; inhibition, % at 15 µM; 330,000 compounds, 1.1% hits; Q9NXA8; Purified SirT5, succinyl-peptide AMC, trypsin-coupled fluorescence; in the data active = inhibition above about 15%
The depositor's hits bear a star; . = not tested or not shown; & = joins results of further samples. A portion of the library; count on the stated rates, not on these rows.

| smiles | PGC1a acetyl inh | C2C12 statin | S100A4 MyoIIA | ERAP1 HTS inh | LGR2 antag | Xi reactivation | Cneo AK release | SIRT5 inh |
| --- | --- | --- | --- | --- | --- | --- | --- | --- |
| C[C@@H]1CC=C[C@H]2[C@H]1C(=O)N(Cc1ccccc1)[C@H]2c1ccc(C(F)(F)F)cc1 | . | -5 | -5 | . | 12 | -0.1 | -3 | . |
| O=C(NCc1ccccc1)c1ccc(Br)cc1[N+](=O)[O-] | 3 | . | 7 | 4 | . | . | 66 | 5 |
| CO[C@@H]1CN(C)C(=O)c2ccc(NC(=O)c3cnccn3)cc2OC[C@@H](C)N(C(=O)C2CC2)C[C@@H]1C | -6 | 1 | 4 | -3 | 10 | 0.5 | -3 | -1 |
| COc1ccccc1N1CCN(C(=O)C2CCN(S(=O)(=O)c3ccc4c(c3)CC(C)N4C(=O)C3CC3)CC2)CC1 (centres undefined) | . | -25 | -2 | 1 | -15 | 0.0 | -1 | 7 |
| C[C@H](CO)N1C[C@H](C)[C@@H](CN(C)CC2CCCCC2)Oc2c(NC(=O)Nc3ccc(C(F)(F)F)cc3)cccc2C1=O | -15 | -8 | 3 | 3 | -1 | 0.0 | 15 | -5 |
| C[C@H](CO)N1C[C@H](C)[C@H](CN(C)C(=O)Cc2ccccc2)Oc2ncc(-c3ccc(F)cc3)cc2C1=O | -10 | -3 | 0 | 0 | -14 | -0.3 | 0 | 1 |
| CC(=O)Nc1ccc(NC(=O)CSc2nnc(CC(C)O)n2-c2ccccc2)cc1 (centres undefined) | 16 | -1 | -2 | 4 | -6 | 0.0 | 3 | 2 |
| O=C(CSc1nc(-c2ccccc2)cc(C(F)(F)F)n1)c1cccc([N+](=O)[O-])c1 | . | . | 0 | 6 | . | -0.1 | . | -1 |
| Cc1c(O)nc(SCC(=O)Nc2nccs2)n(-c2ccccc2F)c1=O | . | -6 | -4 | 2 | 5 | 0.0 | -3 | 7 |
| COc1ccccc1C(=O)N/C(=C/c1ccc(Br)cc1)C(=O)N1CCCC1 | 5 | 16 | 8 | 1 | 0 | 0.0 | . | 2 |
| COc1ccc(CNC(=O)CN2C(=O)NC(Cc3ccccc3)(c3ccccc3)C2=O)cc1OC (centres undefined) | -4 | 6 | -4 | 0 | -1 | 0.0 | 1 | 2 |
| O=C(CN1C(=O)/C(=C/c2ccccc2)SC1=S)NNC(=O)c1ccccc1O | -2 | . | 7 | 1 | -4 | 0.0 | . | -1 |
| CC(C)CCNC(=O)C12CN(Cc3ccccc3)CC1C(c1cccc([N+](=O)[O-])c1)=NO2 (centres undefined) | . | 31 | -5 | 2 | . | 0.0 | -4 | 1 |
| O=C(Nc1cccc(Cl)c1N1CCOCC1)c1cccs1 | . | -2 | -5 | 0 | -11 | 0.6 | -1 | 0 |
| Cc1cccc(C)c1NC(=O)CSc1nc(-c2ccco2)cc(C(F)(F)F)n1 | -3 | 15 | 6 | -1 | -4 | . | -1 | -1 |
| CCc1ccc(NC(=O)C(CC)c2ccccc2)cc1 (centres undefined) | . | . | 2 | -1 | . | 0.2 | . | -1 |
| COC(=O)c1ccccc1NC(=O)C/C(C)=N/NC(=O)Cc1ccc(Cl)cc1 | . | 20 | 2 | -5 | 10 | 0.5 | -1 | 7 |
| CCCCn1c(N)c(N(CCOC)C(=O)c2sc3ccccc3c2Cl)c(=O)[nH]c1=O | 9 | 2 | 0 | 2 | -9 | 0.0 | -5 | -5 |
| O=C(C[C@@H]1CC[C@@H]2[C@H](COC[C@H](O)CN2C(=O)Nc2ccc(C(F)(F)F)cc2)O1)NCCc1ccncc1 | -6 | -19 | 1 | -1 | -1 | -0.1 | -2 | 1 |
| COc1ccc(-n2cnc3scc(-c4ccccc4)c3c2=O)cc1 | -6 | . | -5 | -3 | -7 | 0.0 | 0 | -1 |
| CCN1CCN(CCOCCOc2ccccc2)CC1 | -10 | -3 | -18 | 2 | 25 | 0.0 | 3 | 1 |
| C[C@H](O)C#Cc1ccc2c(c1)O[C@H](CN(C)C(=O)CN(C)C)[C@H](C)CN([C@H](C)CO)S2(=O)=O | 6 | . | 1 | -2 | -8 | -0.8 | . | 6 |
| Cc1c(C(=O)NCC2CCCO2)oc2ccc3c(c12)C(=O)CC(C)(C)O3 (centres undefined) | 1 | 1 | . | . | 0 | . | -5 | . |
| CSc1ccc(/C=C(/NC(=O)c2ccco2)C(=O)N2CCCCCC2)cc1 | . | 9 | -5 | 6 | 11 | 0.2 | 2 | 0 |
| CCc1noc(C)c1C(=O)Nc1nc(-c2ccc(OC)cc2)cs1 | -10 | -10 | -4 | -1 | -29 | 0.2 | -1 | -5 |
| CO[C@@H]1CN(C)C(=O)c2cc(NC(=O)C3CCCC3)ccc2OC[C@H](C)N(C)C[C@H]1C | . | 1 | 4 | -4 | -2 | 0.1 | 47 | 4 |
| CCOc1ccc(C(=O)NCc2ccco2)cc1OCC | -2 | 5 | -1 | 1 | -7 | 0.0 | 0 | 4 |
| CCCCCSc1nnc(N)s1 | 15 | . | 1 | 2 | . | 0.1 | . | -4 |
| C[C@@H]1CN([C@@H](C)CO)C(=O)c2cccc(N(C)C)c2O[C@@H]1CN(C)S(=O)(=O)c1ccccc1 | 6 | 6 | 0 | -2 | 12 | 0.6 | -2 | 0 |
| C/C(N)=C(/C#N)C(=O)CSc1nnc(C)n1-c1ccccc1 | . | . | 5 | 0 | -31 | 0.0 | . | 5 |

(more compounds)
| smiles | PGC1a acetyl inh | C2C12 statin | S100A4 MyoIIA | ERAP1 HTS inh | LGR2 antag | Xi reactivation | Cneo AK release | SIRT5 inh |
| --- | --- | --- | --- | --- | --- | --- | --- | --- |
| C=CCN(C(=O)CNS(=O)(=O)c1ccccc1)C(C(=O)NCCOC)c1cccnc1 (centres undefined) | -6 | 5 | -11 | -2 | 14 | 0.3 | . | . |
| CCN1C(=O)/C(=C/c2ccc(OCc3ccc(C(=O)O)cc3)c(Cl)c2)NC1=S | 2 | -4 | 2 | -12 | -17 | 0.2 | -2 | 13 |
| COc1ccccc1[C@@H]1C(c2cccc(C)c2)=NN(c2ccc(Br)cc2)[C@H]1C(=O)N1CCOC1=O | -2 | 16 | -13 | . | 5 | 0.0 | -1 | -3 |
| CC(=O)Nc1c(Br)cc2c(c1Br)Cc1cc([N+](=O)[O-])ccc1-2 | -7 | -3 | 1 | 1 | -8 | 0.2 | 2 | 1 |
| Cc1cc([N+](=O)[O-])nn1CCCC(=O)Nc1c(C)n(C)n(-c2ccccc2)c1=O | 0 | -3 | -3 | . | 11 | 1.1 | 1 | -1 |
| COCC(=O)Nc1ccc2c(c1)OC[C@@H](C)N(C(=O)COC)C[C@H](C)[C@H](OC)CN(C)C2=O | 3 | -26 | 9 | 1 | 12 | 0.0 | -1 | . |
| Cc1cc(C)nc(NS(=O)(=O)c2ccc(NC(=O)c3snnc3C)cc2)n1 | -4 | 8 | -6 | 2 | 0 | 0.1 | 3 | -5 |
| Cc1cccc(OCCCn2ccnc2)c1 | 3 | 6 | -4 | 2 | -1 | . | -1 | -2 |
| COC(=O)C(CC#Cc1ccc2c(c1)[C@]1(C(=O)N2)[C@H](c2ccccc2OCCO)N2[C@H](c3ccccc3)[C@H](c3ccccc3)OC(=O)[C@H]2[C@@H]1C(=O)N1CCc2cc(OC)c(OC)cc2C1)C(=O)OC | -26 | . | -13 | 0 | . | . | 64 | -2 |
| C[C@@H]1CN([C@H](C)CO)C(=O)Cc2cc(NC(=O)C3CC3)ccc2O[C@@H]1CN(C)C(=O)NC1CCCCC1 | -2 | -10 | 0 | 0 | -6 | -1.1 | -4 | -5 |
| C[C@H]1CN([C@@H](C)CO)C(=O)c2cc(NC(=O)Cc3ccccc3)ccc2O[C@H]1CN(C)Cc1ccccc1 | 3&2 | 5&7 | 9&-14 | -1&-2 | -15&1 | 0.1&0.0 | 5&-1 | -2&-2 |
| C[C@@H]1CN([C@H](C)CO)C(=O)c2cc(-c3cccc(C#N)c3)cnc2O[C@@H]1CN(C)C(=O)c1ccccn1 | 9 | 34 | 4 | 1 | 3 | 0.2 | 1 | -2 |
| COc1ccc(N(C)S(=O)(=O)c2cccc(C(=O)NC3CCCCCC3)c2)cc1 | -37 | . | 1 | 8 | 2 | 0.2 | . | -10 |
| CCn1c(=S)sc2c(=O)n(CC(=O)NCCCc3ccccc3)c(C)nc21 | -9 | -5 | 7 | -3 | -7 | 0.3 | -2 | 2 |
| CC(=O)Nc1ccc(NC(=O)CCC(=O)OCC(=O)c2ccc(C)c([N+](=O)[O-])c2)cc1 | 11 | . | -2 | 3 | -19 | 0.3 | . | 0 |
| CSc1ncccc1C(=O)Nc1nc2ccc(F)cc2s1 | -8 | . | -3 | 2 | -89 | -0.1 | . | -1 |
| Cc1ccc2oc(C(=O)N(CCO)Cc3ccccc3)c(C)c2c1 | -5 | 11 | 3 | 2 | -16 | 0.4 | -1 | -1 |
| CC(=O)c1ccc(NC(=S)NCCCN2CCOCC2)cc1 | . | . | 9 | -1 | 11 | 0.1 | . | 0 |
| O=C(Nc1ccccc1)N[C@@H]1CC[C@H](CCNS(=O)(=O)c2cccc(F)c2)O[C@H]1CO | -13 | 0 | -10 | -2 | 13 | 0.3 | 3 | 1 |
| CC(C)CCNC(=O)C1CCCN(S(=O)(=O)c2ccc(F)cc2)C1 (centres undefined) | . | -6 | 8 | 0 | 5 | . | 1 | 1 |
| CC(=O)N1[C@H](CNC(=O)C2CC2)[C@@H](c2ccc(-c3ccccc3)cc2)[C@@H]1CO | -1 | -5 | 48 | 5 | -11 | 0.2 | 15 | 12 |
| COc1ccc(N2CCC(CNC(=S)Nc3cccc(C)c3)C2)cc1 (centres undefined) | . | . | -7 | -1 | -12 | 0.1 | . | . |
| CCOC(=O)c1cccc(P(C)(C)=O)c1 | . | . | -6 | -1 | 13 | -0.1 | -1 | 2 |
| O=c1ccc(NS(=O)(=O)c2ccccc2Cl)cn1Cc1ccc(Cl)c(Cl)c1 | . | 5 | . | . | 1 | 0.0 | -1 | . |
| CCn1c(C)cc(/C=C2/NC(=O)N(Cc3ccccc3F)C2=O)c1C | 10 | 0 | -7 | 4 | 9 | 0.1 | . | 3 |
| O=C(COC(=O)C12CC3CC(CC(Br)(C3)C1)C2)Nc1c(F)cccc1F | . | 9 | -3 | 2 | -1 | 0.1 | 0 | -2 |
| COc1cc(C(=O)NNC(=S)NC(=O)c2ccc(Cl)cc2)cc(OC)c1OC | 5 | 12 | . | . | 14 | 0.0 | -2 | . |
| O=C1c2ccccc2[C@@]2(Cc3ccccc3N(Cc3ccccc3)C2=O)[C@H](c2ccc(CO)cc2)N1C1CCCCC1 | 6 | . | -11 | -1 | . | . | -4 | 1 |
| O=c1[nH]c2ccccc2n1Cc1ccccc1 | -1 | 9 | -3 | -2 | -8 | 0.3 | 0 | -2 |
| Cc1ccc2nc(-c3ccc(C#N)cc3)c(Cc3cccc(F)c3)n2c1 | . | . | -6 | . | -13 | -0.1 | . | 1 |

Screens from PubChem BioAssay.
